LRH-1 inv ag – LRH-1 (NR5A2) inverse agonists, primary screen, cell-based, luminescence, HEK293T, StAR-luciferase reporter | Nuclear receptor subfamily 5 group A member 2 (Homo sapiens), O00482 | LRH-1 transfected, 24 h | inhibition, % at 3.6 µM | hit rate 0.13% among 360,000 | AID 602396, 2012;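 active means inhibition above the mean inhibition of all tested compounds plus 3 SD, cut at about 73% in these data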;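 further: 0% = DMSO wells and 100% = reporter-only cells lacking LRH-1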
TLR9-MyD88 block – inhibitors of TLR9-MyD88 association in cells, primary screen, cell-based, CHO, BLA complementation, fluorescence; Toll-like receptor 9 (Homo sapiens) + Myeloid differentiation primary response protein …; CCF4 FRET ratio; inhibition, % at 4.98 µM; hit rate 0.21% among 340,000; AID 504734, 2011;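 active means inhibition above the mean over all tested compounds plus 3 SD, cut at about 21% in these data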;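 further: 0% = DMSO only wells and 100% = clavulanate BLA inhibitor control wells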
SRC2 inh – inhibition of GAL4-SRC2 driven luciferase reporter, primary screen, SRC2 inhibitor project, cell-based, luminescence. Nuclear receptor coactivator 2 (Homo sapiens), Q15596. HEK293 GAL4-SRC2 luciferase reporter. inhibition, % at 9 µM. hit rate 0.17% among 370,000;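 active means inhibition above the mean inhibition of all tested compounds plus 3 SD, set per campaign, cut at about 52% in these data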;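 further: 0% = DMSO treated cells and 100% = cells given Gossypol at 36 µM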
Target sequence (Q15596 whole entry, looked up, the tested form may be a part): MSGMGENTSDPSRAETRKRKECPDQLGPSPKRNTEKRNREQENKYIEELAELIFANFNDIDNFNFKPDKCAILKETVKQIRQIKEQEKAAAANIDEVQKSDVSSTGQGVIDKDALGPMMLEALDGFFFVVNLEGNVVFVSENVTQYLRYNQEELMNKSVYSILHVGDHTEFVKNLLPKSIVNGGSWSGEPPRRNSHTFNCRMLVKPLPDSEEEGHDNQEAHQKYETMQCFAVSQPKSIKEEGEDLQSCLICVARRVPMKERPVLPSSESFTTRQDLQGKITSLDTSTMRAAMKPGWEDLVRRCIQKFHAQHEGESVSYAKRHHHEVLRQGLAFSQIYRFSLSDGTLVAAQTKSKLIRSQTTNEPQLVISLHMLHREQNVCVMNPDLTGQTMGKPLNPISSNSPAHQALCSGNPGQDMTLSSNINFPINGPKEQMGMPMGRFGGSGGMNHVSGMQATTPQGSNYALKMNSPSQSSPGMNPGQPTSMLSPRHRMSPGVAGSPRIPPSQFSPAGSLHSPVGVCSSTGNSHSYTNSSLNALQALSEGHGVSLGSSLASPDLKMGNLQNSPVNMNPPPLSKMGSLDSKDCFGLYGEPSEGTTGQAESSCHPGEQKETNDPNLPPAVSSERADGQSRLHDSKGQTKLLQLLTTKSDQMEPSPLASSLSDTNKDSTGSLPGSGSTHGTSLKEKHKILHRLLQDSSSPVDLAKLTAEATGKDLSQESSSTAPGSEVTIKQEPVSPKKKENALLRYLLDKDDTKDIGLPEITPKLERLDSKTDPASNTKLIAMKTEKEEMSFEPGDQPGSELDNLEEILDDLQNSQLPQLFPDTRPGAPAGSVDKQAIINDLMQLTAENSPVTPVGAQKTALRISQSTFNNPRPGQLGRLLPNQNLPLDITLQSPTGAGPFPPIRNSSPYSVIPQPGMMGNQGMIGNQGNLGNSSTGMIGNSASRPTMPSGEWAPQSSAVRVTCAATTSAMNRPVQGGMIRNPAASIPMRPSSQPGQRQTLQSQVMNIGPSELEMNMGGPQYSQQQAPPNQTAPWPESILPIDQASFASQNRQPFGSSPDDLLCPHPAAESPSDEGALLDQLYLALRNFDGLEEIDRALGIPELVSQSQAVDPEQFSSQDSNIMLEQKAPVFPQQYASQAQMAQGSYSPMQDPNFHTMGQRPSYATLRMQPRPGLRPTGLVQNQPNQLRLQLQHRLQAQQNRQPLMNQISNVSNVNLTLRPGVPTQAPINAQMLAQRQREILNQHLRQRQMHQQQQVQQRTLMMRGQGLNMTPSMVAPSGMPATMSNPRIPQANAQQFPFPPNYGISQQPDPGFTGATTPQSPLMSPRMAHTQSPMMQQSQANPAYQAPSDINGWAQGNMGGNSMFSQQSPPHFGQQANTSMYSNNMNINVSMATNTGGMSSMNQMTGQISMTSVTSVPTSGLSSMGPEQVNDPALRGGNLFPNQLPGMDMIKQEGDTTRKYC
SRC1 inh – SRC1 coactivator transcriptional activity inhibitors, primary screen, cell-based, luminescence | hit rate 0.12% among 360,000 | inhibition, % at 3.6 µM | HEK293 GAL4-SRC1 luciferase reporter | AID 588354, 2011;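 active means inhibition above the campaign mean plus 3 SD, with each screening campaign given its own cutoff, cut at about 60% in these data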;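 further: 0% = DMSO treated cells and 100% = gossypol at 36 µM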
COUP-TFII inh – NR2F2 transcriptional activity inhibitors, primary screen, cell-based, luciferase reporter, HEK293T, luminescence; AID 686940, 2013; hit rate 0.7% among 370,000; HEK293T NGFI-A luciferase reporter; COUP transcription factor 2 (Homo sapiens), P24468; inhibition, % at 8.6 µM;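 active means inhibition above a per-plate cutoff, mean inhibition of test wells between control levels plus 3 SD, cut at about 38% in these data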;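 further: cells cotransfected with COUP-TFII expression vector driving the NGFI-A reporter; 0% = median of COUP-TF2 test wells and 100% = reporter-only cells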
LMP1 NFkB inh – EBV LMP1-driven NF-kappaB luciferase reporter inhibitors, primary screen, cell-based, luminescence, single point; hit rate 0.69% among 350,000; inhibition, % at 12.5 µM; LMP1-induced NF-kappaB luciferase reporter cells; AID 504558, 2011; in the data active means inhibition above about 41%;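 further: 0% = neutral control wells and 100% = reference inhibitor control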
Vif inh – HIV Vif self-association inhibitors, primary screen, imaging, HEK293T, single point. HEK293T cells, Vif self-association by quenched fluorescence, 24 h. inhibition, % at 7.49 µM. hit rate 0.35% among 340,000. AID 602346, 2012; in the data active means inhibition above about 50%, passing the limit was not always enough; further: some results filed as inactive read as strong as hits
NOD2 RIPK2 PPI – NOD2-RIPK2 binding disruptors in cells, primary screen, fluorescence, CHO cells, BLA complementation | inhibition, % at 4.98 µM | AID 624267, 2012 | hit rate 0.38% among 360,000 | CCF4 ratio; in the data active means inhibition above about 21%;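 further: 0% = vehicle only and 100% = reference blocker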
NCOA3 inh – SRC3 coactivator transcriptional activity inhibitors, primary screen, cell-based, luminescence. Nuclear receptor coactivator 3 (Homo sapiens), Q9Y6Q9. inhibition, % at 3.6 µM. AID 588352, 2011. HEK293 GAL4-SRC3 luciferase reporter. hit rate 0.17% among 360,000;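 active means inhibition above a per-campaign cutoff, the mean of all compounds plus 3 SD, cut at about 60% in these data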;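 further: 0% = DMSO-treated cells and 100% = gossypol-treated cells at 36 µM; higher means less SRC3-driven luciferase light from the GAL4 reporter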
TROY NFkB inh – inhibitors of TROY-driven NF-kB signaling, primary screen, Q293 LMP1-TROYcd cells, NF-kB luciferase, uHTS; Q293 LMP1-TROYcd NF-kB luciferase reporter, 4 h; inhibition, % at 10 µM; hit rate 0.98% among 360,000; AID 1347056, 2019;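 active means compounds whose plate-normalised and pattern-corrected inhibition of the luciferase reporter signal at the single screening dose is 50% or more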
C8 TRAIL sens – viability loss with TRAIL in NB7+C8 cells, primary screen, TRAIL sensitizer project, cell-based, ATPlite luminescence. inhibition (viability loss, TRAIL sensitization), % at 10 µM. hit rate 1% among 360,000. AID 624354, 2012;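 active means compounds causing at least 50% loss of cell viability in the single-dose screen, relative to plate controls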
An asterisk follows results filed as active; / = not tested or not shown. Not all compounds are listed, so the mix of outcomes need not match the whole.

SMILES	LRH-1 inv ag	TLR9-MyD88 block	SRC2 inh	SRC1 inh	COUP-TFII inh	LMP1 NFkB inh	Vif inh	NOD2 RIPK2 PPI	NCOA3 inh	TROY NFkB inh	C8 TRAIL sens
O=C(CN(c1ccc(F)cc1)S(=O)(=O)c1ccc2c(c1)OCCO2)N1CCOCC1	-6	2	-6	-8	18	13	3	-3	4	-7	2
Cc1cccc(OCC(=O)OC2CCN(C)CC2)c1	2	-7	-41	-20	1	-7	2	6	-6	-51	3
Cc1cccc(OC(C)C(=O)NCc2ccc(S(N)(=O)=O)cc2)c1 (stereo not drawn)	3	7	6	-1	-1	7	0	-10	12	-3	-8
Cc1ccc(NC(=O)CSc2ccc(C(N)=O)cc2[N+](=O)[O-])cc1C	8	-2	-8	0	-12	-8	-2	3	-1	-17	1
CCOc1cccc(-c2nn3c(-c4ccccn4)nnc3s2)c1	5	1	-34	-15	0	1	4	2	9	-6	9
CCCCOc1cccc(C(=O)Nc2ccccc2N2CCCC2)c1	-17	-4	29	-23	-5	-8	-8	-4	13	-18	4
COC(=O)c1sccc1S(=O)(=O)NCc1ccc(S(N)(=O)=O)cc1	18	12	-35	1	1	-6	2	-6	0	-20	1
Cc1ccc(S(=O)(=O)n2ccnc2)cc1C	21	3	1	7	3	-11	11	-8	-18	0	2
O=C(OCCN1CCOCC1)c1ccc2c(c1)OCCO2	-50	2	-55	-74	-52	-28	5	-16	-67	-33	-1
Nc1cccc2c1C(=O)c1ccc(Cl)cc1C2=O	-42	1	-48	-46	-34	-31	4	5	-81	-62	8
O=C(C1=C(O)C(=O)N(Cc2ccco2)C1c1cccc([N+](=O)[O-])c1)c1ccco1 (stereo not drawn)	14	2	-9	-2	9	1	-4	-2	19	6	-2
CC(=O)c1ccc(N(CC(=O)NC2CCCCC2)C(=O)CNC(=O)c2ccco2)cc1	9	-3	-9	6	12	4	-6	-5	-9	12	-3
COC(=O)c1ccccc1NC(=O)CN(Cc1ccc(Cl)cc1)S(C)(=O)=O	-16	-26	1	14	6	2	1	-16	20	-1	0
Cn1c(SCC(=O)NC2CCCCC2)nnc1-c1ccc(N)cc1	2	7	-16	9	-1	-4	-8	-8	15	0	-3
Cc1ccccc1-c1cc(C(=O)NCc2ccc(OC(F)(F)F)cc2)n(CC2CC(c3cccnc3)=NO2)n1 (stereo not drawn)	32	-1	-8	0	1	14	0	-22	9	15	17
COc1cc(C(=O)Oc2cccc(C=O)c2)cc(OC)c1OC	-10	12	-6	-10	15	12	16	3	0	15	1
Cc1ccc(C)c(S(=O)(=O)N(C)c2ccc(OC(=O)C3CCN(C(=O)c4ccc(F)cc4)CC3)cc2)c1	10	-1	-6	-8	-6	0	-4	-8	15	22	-4
Cc1cc(C)c(NC(=O)CSc2nc3ccc(N4C(=O)c5ccccc5C4=O)cc3s2)c(C)c1	4	3	15	-8	0	-33	2	-2	15	13	-10
CCn1ccc(C(=O)N2CCN(c3ncccn3)CC2)n1	-16	-6	6	-16	10	4	3	-10	0	-13	-15
O=C(NCCc1cccc(Cl)c1)c1ccc(OC2CCN(Cc3ccccn3)CC2)cc1	29	-12	37	51	61*	/	-6	-2	28	73*	11
COc1ccc(NC(=O)CS(=O)(=O)Cc2ccccc2)c([N+](=O)[O-])c1	5	-3	-56	11	-10	-1	-5	-13	2	-8	-6
CCN(CC)c1ccc(NC(=O)CCCCCN2C(=O)c3ccccc3C2=O)cc1	-6	-1	4	2	33	31	-3	1	-27	-17	-12
COc1ccccc1C1=NOC(Cn2c(NCC3CCCO3)nc3c2c(=O)n(C)c(=O)n3C)C1 (stereo not drawn)	3	2	-22	-41	-2	-9	0	0	11	14	13
O=C(O)C1=C[C@@H](c2ccccc2)C[C@@H](OCCCCO)O1	18	-2	-11	0	0	0	1	-1	-8	-3	3
N=c1c2c3c(sc2ncn1Nc1ccccc1)CCC3	-7	/	-5	4	10	/	3	-13	5	-8	17
CC1CC(C)CN(C(=O)COC(=O)c2cccc(S(=O)(=O)N(C)c3ccccc3)c2)C1 (stereo not drawn)	22	5	7	3	-30	2	-13	-1	8	15	9
CC(=O)Nc1ccc(S(=O)(=O)NCCC(=O)Nc2ccc(C)cn2)cc1	16	-1	-59	11	12	2	3	10	3	-10	-1
Cc1ccc2nc(SCc3nc4cc(Cl)ccc4c(=O)[nH]3)[nH]c2c1	8	13	-35	-9	1	0	-7	-3	-7	-24	17
COc1ccccc1CNC(=O)CSc1nc(-c2ccccc2)cn1N	10	14	2	5	-6	-5	3	-12	-18	18	-3
COc1ccc(NC(=O)CCC(=O)NCCO)cc1	9	0	-23	-5	-8	6	-2	-7	5	-3	-14
CCOc1ccc(S(=O)(=O)NCCC(=O)NCCc2ccc(OCC)c(OCC)c2)cc1	15	7	-5	-16	-7	1	-8	-1	2	-2	-3
O=C(NCc1ccccc1F)c1cccc(S(=O)(=O)NCc2ccccc2)c1	9	5	27	-18	-16	-6	/	-8	2	10	1
CCCCON1C(=O)c2cccc3cccc(c23)C1=O	-2	2	-16	-49	-4	-18	1	6	-45	-26	6
Cc1ccc(N(C(=O)c2csnn2)C(C(=O)NC2CCCC2)c2ccccn2)cc1 (stereo not drawn)	-2	8	-20	-1	-3	-17	56*	1	5	-18	11
Cc1ccc(NC(=O)CN2C(=O)CSc3ccc(S(=O)(=O)N4CCCCC4)cc32)cc1	9	-3	1	5	-2	-6	10	-1	6	-13	-9
C/C(=N\NC(=O)c1c(C)nc2ccccn12)c1ccc(C(C)(C)C)cc1	-7	-3	-25	-2	4	-16	-14	-6	-26	1	11
CCn1c(Cc2ccc(OC)cc2)nc2ccccc21	21	6	-8	-3	-1	5	-14	-16	2	7	12
COc1ccc(OC)c(CN2CCC(CO)(CCOc3ccccc3)CC2)c1	4	3	-13	-26	4	-1	8	-12	17	-4	4
CCOC(=O)c1c(C)[nH]c2cc(Br)c(OC)cc12	10	5	-20	-22	-23	-2	/	4	-3	-7	-14
CN(C)c1nc2n(c(=O)n1)C(C#N)CS2 (stereo not drawn)	-16	0	-19	-14	7	-1	-5	-11	-8	6	-7
Brc1ccc(-c2nnc3n2CCCCC3)cc1	-2	-7	-22	5	-2	-1	12	-4	2	-16	-16
Cn1cnc([N+](=O)[O-])c1NC(C)(C)C	-17	10	-11	-11	5	5	-2	2	11	20	2
CCn1nnnc1-c1ccc(OC)c(S(=O)(=O)NCCc2ccccc2)c1	29	3	7	7	3	3	-13	-16	13	11	3
COC(=O)c1cc(C(=O)OCC(=O)NC(=O)c2ccccc2)cc([N+](=O)[O-])c1	18	2	-7	-5	-8	0	-8	6	17	-18	1
COc1ccc(OCCCC(=O)Nc2cccc([N+](=O)[O-])c2)cc1	3	4	-12	-9	5	3	2	-10	18	-4	-5
Cc1nn(Cc2ccccc2)c2c1C(c1ccc(Cl)cc1)C(C#N)=C(N)O2 (stereo not drawn)	9	-3	8	-4	1	4	1	-4	11	3	-3
Cc1cccc(C(=O)Nc2sc3c(c2C(=O)O)CCCC3)c1	51	-5	-58	46	15	20	-6	1	52	-32	19
Cc1nc2ccccc2c(=O)n1NC(=O)C1CC1C (stereo not drawn)	-7	-8	10	-11	3	2	0	-3	0	1	3

A section from the list above, for reference:
SMILES	LRH-1 inv ag	TLR9-MyD88 block	SRC2 inh	SRC1 inh	COUP-TFII inh	LMP1 NFkB inh	Vif inh	NOD2 RIPK2 PPI	NCOA3 inh	TROY NFkB inh	C8 TRAIL sens
COC(=O)c1cc(C(=O)OCC(=O)NC(=O)c2ccccc2)cc([N+](=O)[O-])c1	18	2	-7	-5	-8	0	-8	6	17	-18	1
COc1ccc(OCCCC(=O)Nc2cccc([N+](=O)[O-])c2)cc1	3	4	-12	-9	5	3	2	-10	18	-4	-5

Later entries:
SMILES	LRH-1 inv ag	TLR9-MyD88 block	SRC2 inh	SRC1 inh	COUP-TFII inh	LMP1 NFkB inh	Vif inh	NOD2 RIPK2 PPI	NCOA3 inh	TROY NFkB inh	C8 TRAIL sens
OCCCNC(=S)Nc1ccc2nccnc2c1	-12	-11	15	-11	4	-5	4	10	6	-4	-9
Cc1cc(C)n(-c2ccc(C)c(Cl)c2)n1	10	-11	13	1	-5	5	3	-8	14	3	5
COc1ccc(S(=O)(=O)CCC(=O)N2CCN(c3ccc(F)cc3)CC2)cc1	1	-8	9	8	2	11	-9	-4	12	-23	7
O=C(NCc1ccc(F)cc1)C1CCCN(c2nc3ccsc3c(=O)s2)C1 (stereo not drawn)	0	7	6	-2	11	3	-1	0	15	14	0
COc1ccc(NC(=O)NCc2ccncc2)cc1	-6	4	-60	-21	-2	-5	1	-13	7	21	5
CC(=O)c1ccc(N2CCN(C(=O)c3n[nH]c4ccccc34)CC2)cc1	9	-11	-20	11	-34	15	-1	-4	4	2	0
O=C(O)CCCCCN1C(=O)C(=O)/C(=C(/O)c2ccccc2)C1c1ccccc1 (stereo not drawn)	4	3	-11	-4	-15	-3	-2	-5	-9	-38	-12
CC(=O)N(CCCCl)C(C#N)c1ccccc1 (stereo not drawn)	2	2	-30	-21	5	-3	-1	-10	8	-4	1
CCn1c(CNc2ccc(F)cc2)nnc1SCC(=O)Nc1ccc(OC)cc1	3	-4	-18	-8	-2	1	-6	0	-18	9	-5
CCOc1ncccc1C(=O)OCC(=O)Nc1cc(S(=O)(=O)N(CC)CC)ccc1C	-9	-6	-10	3	-23	-4	6	-6	16	10	3
CCCn1c(SCC(=O)N(C)C2CCS(=O)(=O)C2)nc2sc3c(c2c1=O)CCC3 (stereo not drawn)	8	-5	-5	-4	4	0	6	-17	11	1	16
COC(=O)Nc1ccc(S(=O)(=O)N2CCC(C(=O)N(C)C3CCCCC3)CC2)cc1	9	0	-9	8	-2	3	4	0	14	8	-4
CCCCOc1ccc(S(=O)(=O)Nc2cc(OC)ccc2OC)cc1	27	0	5	7	22	6	/	-6	7	15	-2
O=C(CCC(=O)N(CC(=O)NC1CCCCC1)Cc1ccccc1)Nc1ccccn1	1	-4	-3	5	16	-9	-3	0	13	-10	-1
O=C(O)c1ccc(Nc2ccc([N+](=O)[O-])c3nonc23)cc1	5	1	-27	-1	-6	6	-3	0	-2	16	-13
COC(=O)c1cc(S(=O)(=O)N2CCOCC2)c(Cl)cc1N1CCOCC1	8	1	-17	-16	-7	3	6	-1	-22	-1	-8
Cc1cc(C)c(S(C)(=O)=O)c(S(=O)c2ccc(Cl)cc2)n1 (stereo not drawn)	-1	1	-4	0	11	-5	-19	-2	-26	-14	-5
